PME-1 inh: blocks human protein phosphatase methylesterase 1 | 320,000 compounds, 0.53% hits | inhibition, % at 5.9 µM | AID 2130 | recombinant PME-1, FP-Rh probe fluorescence polarization;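 active means inhibition above the campaign mean of all compounds plus 3 SD, cut at about 26% in these data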;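 further: competitive labeling of PME-1 active site by serine hydrolase directed probe; 0% = PME-1 with DMSO and 100% = wells lacking PME-1 enzyme; inhibitors block probe labeling so polarization falls and inhibition rises; many of its hits are not listed in these tables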
PAFAH2 FP inh: inhibitors of human PAFAH2 | 340,000 compounds, 0.99% hits | AID 492956 | recombinant PAFAH2, FP-rhodamine activity probe, fluorescence polarization | inhibition, % at 3.39 µM | Q99487;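 active means inhibition above the mean over all tested compounds plus 3 SD, cut at about 30% in these data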;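 further: inhibitors block probe labeling of enzyme so polarization drops; 0% = enzyme with DMSO and 100% = wells lacking PAFAH2 protein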
GSTO1 counter: counter-screen for RBBP9 inhibitors: inhibitors of human GSTO1. inhibition, % at 5.96 µM. recombinant GSTO1, activity-based probe fluorescence polarization. 300,000 compounds, 1.1% hits;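 active means inhibition above the campaign mean inhibition plus 3 SD, cut at about 35% in these data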;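 further: 0% = GSTO1-1 with DMSO and 100% = wells lacking GSTO1-1 enzyme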
Target sequence (P78417 whole entry, looked up): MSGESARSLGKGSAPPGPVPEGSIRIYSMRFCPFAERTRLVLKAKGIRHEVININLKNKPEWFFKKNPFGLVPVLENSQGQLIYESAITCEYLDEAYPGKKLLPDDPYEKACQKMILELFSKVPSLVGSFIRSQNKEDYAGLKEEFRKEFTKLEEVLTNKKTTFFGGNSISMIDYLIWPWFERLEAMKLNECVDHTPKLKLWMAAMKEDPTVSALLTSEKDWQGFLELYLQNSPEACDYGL
LYPLA1 inh: LYPLA1 (human) inhibition in PME1 counter-screen. inhibition, % at 5.9 µM. 320,000 compounds, 0.16% hits. O75608. AID 2174. recombinant LYPLA1, FP-Rh probe fluorescence polarization;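 active means inhibition above the mean of all tested compounds plus 3 SD, set per campaign, cut at about 14% in these data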;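 further: inhibitors block serine hydrolase probe labeling of LYPLA1 so polarization falls; 0% = enzyme with DMSO and 100% = wells lacking LYPLA1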
Target sequence (O75608 whole entry, looked up): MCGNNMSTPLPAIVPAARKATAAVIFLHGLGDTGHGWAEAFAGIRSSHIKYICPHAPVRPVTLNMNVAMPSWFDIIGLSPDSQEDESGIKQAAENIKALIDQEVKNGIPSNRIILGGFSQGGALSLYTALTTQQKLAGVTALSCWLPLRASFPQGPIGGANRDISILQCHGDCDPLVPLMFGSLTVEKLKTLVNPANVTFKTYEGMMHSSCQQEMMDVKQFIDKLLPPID
PAD4 inh: PAD4 (human) enzyme inhibition | Q9UM07 | recombinant PAD4, RCA probe fluorescence polarization | inhibition, % at 6.36 µM | AID 485272 | 330,000 compounds, 0.41% hits;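 active means percent inhibition above a cutoff equal to the mean of all tested compounds plus 3 SD, cut at about 15% in these data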;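 further: 0% = PAD4 with RCA probe and DMSO and 100% = probe without PAD4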
Fam108B inh: Fam108B inhibition, counter-screen for RBBP9 inhibitors | inhibition, % at 9.51 µM | 300,000 compounds, 0.33% hits | recombinant Fam108B, FP-Rh probe fluorescence polarization | AID 1947;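 active means inhibition above the screen mean inhibition plus 3 SD, computed separately per campaign, cut at about 18% in these data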;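 further: inhibitors lower polarization as less probe binds the enzyme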
pPAFAH FP inh: inhibitors of human plasma PAF acetylhydrolase (pPAFAH); inhibition, % at 3.39 µM; 330,000 compounds, 1.5% hits; recombinant pPAFAH, FP-rhodamine probe fluorescence polarization; Q13093;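 active means inhibition above the mean inhibition across the screen plus 3 SD, cut at about 25% in these data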;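 further: inhibitors block binding of the rhodamine activity-based probe so polarization drops; 0% = enzyme with DMSO and 100% = wells lacking pPAFAH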
PAFAH1B3 FP inh: inhibitors of human PAFAH1B3; recombinant PAFAH1B3, FP-rhodamine probe, fluorescence polarization; inhibition, % at 3.39 µM; 340,000 compounds, 0.28% hits;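 active means inhibition above the screen-wide average of all tested compounds plus 3 SD, cut at about 25% in these data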;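 further: 0% = enzyme with DMSO only and 100% = wells lacking PAFAH1B3 protein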
Target sequence (Q15102 whole entry, looked up): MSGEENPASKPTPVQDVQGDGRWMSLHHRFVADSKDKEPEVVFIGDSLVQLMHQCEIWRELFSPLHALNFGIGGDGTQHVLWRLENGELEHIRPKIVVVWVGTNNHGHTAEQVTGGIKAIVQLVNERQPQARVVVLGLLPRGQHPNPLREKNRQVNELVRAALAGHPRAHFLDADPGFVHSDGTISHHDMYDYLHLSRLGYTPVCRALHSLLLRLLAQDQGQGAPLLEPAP
PAFAH1B2 inh: PAFAH1B2 (human) inhibition | P68402 | recombinant PAFAH1B2, FP-rhodamine activity probe, fluorescence polarization | AID 492953 | 340,000 compounds, 1.2% hits | inhibition, % at 3.39 µM;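 active means inhibition above the mean of all tested compounds plus 3 SD, cut at about 24% in these data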;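 further: 0% = enzyme with DMSO and 100% = wells lacking PAFAH1B2; many of its hits are not listed in these tables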
Target sequence (P68402 whole entry, looked up): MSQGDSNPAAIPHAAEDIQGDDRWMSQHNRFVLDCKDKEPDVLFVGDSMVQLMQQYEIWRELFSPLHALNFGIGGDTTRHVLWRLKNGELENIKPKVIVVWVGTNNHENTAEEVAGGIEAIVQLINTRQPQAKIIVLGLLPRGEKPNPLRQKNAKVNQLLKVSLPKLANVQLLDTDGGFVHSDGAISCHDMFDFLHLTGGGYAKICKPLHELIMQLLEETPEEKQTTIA
Numbers without * were called inactive; . = no result given.

SMILES	PME-1 inh	PAFAH2 FP inh	GSTO1 counter	LYPLA1 inh	PAD4 inh	Fam108B inh	pPAFAH FP inh	PAFAH1B3 FP inh	PAFAH1B2 inh
N/C(=N\OC(=O)c1ccc2ccccc2c1)c1ccccc1Cl	-2	15	2	4	2	5	2	4	6
Cc1ccc(CNC(=O)C23CN(Cc4ccccc4)CC2C(c2ccc([N+](=O)[O-])cc2)=NO3)cc1 (stereo not drawn)	3	-2	0	-4	2	4	3	1	6
CN1C2C=C3C(C#N)=C(N)C(C#N)(C#N)[C@@H](c4cccs4)C3C1CC2 (stereo partly drawn)	0	14	13	0	13	-3	17	2	2
Cc1nn(-c2ccccc2)c(N)c1N=Nc1ccc2ccccc2c1	14	4	1	-5	-4	3	7	6	2
O=C(COC(=O)CCCNC(=O)c1ccc(Cl)cc1)Nc1ccc(Br)cc1	8	-7	1	-2	-9	3	5	0	2
O=C1N(c2ccccc2C(F)(F)F)OC1(Cc1ccccc1)c1ccccc1 (stereo not drawn)	4	-2	.	-2	2	.	5	8	1
COc1ccc(Cl)cc1NC(=O)CN(C)C(=O)c1cccc(S(=O)(=O)N2CCN(C)CC2)c1	.	2	.	.	-4	.	-4	14	7
CCNc1nc(NCc2ccccc2)nc(Oc2ccc(=O)[nH]n2)n1	-3	-2	-4	-5	0	-5	5	5	4
COc1ccc(C2=NOC(C(=O)NCCCN3CCOCC3)C2)cc1 (stereo not drawn)	4	-3	-5	-2	-2	-7	-1	-1	0
CC1=CSC2=NC(C(F)(F)F)(C(F)(F)F)NC(=O)N12	0	-5	-3	4	-3	-1	12	5	4
CCOC(=O)COc1ccc2c(C)cc(=O)oc2c1C(=O)c1ccccc1	-1	-6	2	1	-7	1	8	7	7
c1ccc(CSc2nnc(-c3cccnc3)o2)cc1	10	5	11	0	2	-3	2	-1	2
CCn1c(SCC(=O)N/N=C(/C)c2ccncc2)nc2ccccc21	1	5	7	1	-1	0	-2	12	11
Fc1ccc(CNC(=S)NC2CCCCCC2)cc1	1	1	5	-3	0	0	0	2	7
O=C(COC(=O)c1ccc(F)cc1F)NCc1ccc2c(c1)OCO2	.	6	.	.	2	.	19	5	3
O=C1c2ccccc2C(=O)N1CCN1CCc2ccccc21	-8	-5	4	1	-6	2	6	7	2
Cc1ccc(S(=O)(=O)CC(=O)Nc2ccc3nc(C)sc3c2)cc1	0	6	8	-2	3	-1	1	2	3
COc1ccc(C(O)c2nc3ccccc3n2C(C)C)cc1 (stereo not drawn)	-7	-8	5	0	-2	-5	1	-3	-5
CC(C)c1ccc(NC(=O)C(c2ccc3c(c2)OCO3)N2CCN(C(=O)c3ccco3)CC2)cc1 (stereo not drawn)	-6	-1	4	-6	4	0	5	-1	1
CCNC(=S)/C(=C(/[O-])c1ccc([N+](=O)[O-])cc1)[n+]1ccccc1	-2	1	-6	2	-7	2	3	7	5

Arranged by the number under PAFAH1B2 inh (rising): some entries from above
structure | PAFAH1B2 inh
Cc1nn(-c2ccccc2)c(N)c1N=Nc1ccc2ccccc2c1 | 2
CC1=CSC2=NC(C(F)(F)F)(C(F)(F)F)NC(=O)N12 | 4
Fc1ccc(CNC(=S)NC2CCCCCC2)cc1 | 7

Next results follow.
SMILES	PME-1 inh	PAFAH2 FP inh	GSTO1 counter	LYPLA1 inh	PAD4 inh	Fam108B inh	pPAFAH FP inh	PAFAH1B3 FP inh	PAFAH1B2 inh
Cc1ccc(N=Cc2c(O)[nH]c3ccccc23)c([N+](=O)[O-])c1	1	9	13	-2	-1	5	2	3	2
CC1(C)CC(=O)C=C(c2cccc(O)c2)C1=O	2	8	.	2	-2	.	1	0	2
CCCOc1ccc([N+](=O)[O-])cc1C1NC(=S)NC(c2ccccc2)=C1C(=O)OCC (stereo not drawn)	3	7	-9	-6	-3	0	5	-3	-1
Cc1cc(=O)oc2cc(NC(=O)C3CCCC3)ccc12	5	-2	-5	-1	2	2	2	6	-2
COC(=O)c1cc(C(=O)Nc2nc3ccccc3[nH]2)cc([N+](=O)[O-])c1	10	-14	5	-4	0	3	7	0	2
COc1ccc(S(=O)(=O)Nc2cc3[nH]c(=O)oc3cc2C)cc1	3	3	11	-1	-9	4	14	4	2
CN1CCN(C(=O)c2ccc3nc(-c4ccccc4)c(-c4ccccc4)nc3c2)CC1	-2	2	5	2	-4	2	1	-3	4
COc1ccc(CC(=O)OCC(=O)NC2CCCCC2)cc1OC	.	26	.	.	-2	.	6	0	5
CCOC(=O)CN(C(=O)COc1nc(-c2ccccc2)cc(C)c1C#N)c1ccc(F)cc1	3	-4	7	-3	1	-6	1	2	2
COc1cccc(CN2CCN(Cc3cccc4nonc34)CC2CCO)c1 (stereo not drawn)	2	-6	2	0	-4	9	-4	4	1
NNC(=S)NCc1ccc2c(c1)OCO2	-10	-3	4	-5	-1	-4	-1	0	-2
O=C(O)C1CCN(C(=O)COc2ccc3c4c(c(=O)oc3c2)CCCC4)CC1	2	0	-7	2	3	-1	-4	12	6
CC(C)c1ccc(C(=O)NNC(=O)C2C3CCC(C3)C2C(=O)O)cc1 (stereo not drawn)	0	.	1	1	0	-2	4	.	.
CCCCCn1c(CCNC(=O)CCC)nc2ccccc21	1	-7	-1	-1	-2	2	1	0	7
O=C(NCc1ccccc1CN1CCCC1)c1cccc(N2CCCC2=O)c1	-3	-9	.	1	1	.	0	3	1
Cc1cc(S(=O)(=O)N2CCCC2)ccc1OCC(=O)N1CCC(C(N)=O)CC1	-3	3	4	1	-7	-6	3	6	6
CCOc1ccc(/C=N/NC(=S)Nc2c(C)cccc2C)cc1	-4	2	-2	-1	4	1	7	7	5
Cc1ccc(C(=O)N2C3C=CC(C3)C2(C(F)(F)F)C(F)(F)F)cc1 (stereo not drawn)	-3	-1	7	-6	-4	-3	0	9	-1
CCN(CC)S(=O)(=O)c1cc(NC(=O)C(=O)c2c(-c3ccccc3)cc3ccccn23)ccc1C	-3	-5	-16	-10	1	-8	-2	-8	-1
COCc1nnc(NC(=O)c2ccc(NC(C)=O)cc2)s1	0	3	3	1	-1	0	6	6	6
COCCc1ncc(CN2CCCC(C(=O)Nc3cccc(-c4cccc(C)c4)c3)C2)cn1 (stereo not drawn)	7	2	2	-5	4	-2	8	-1	3
CS(=O)(=O)N1CC(C(=O)NN)Oc2ccc(Cl)cc21 (stereo not drawn)	-2	-2	-10	1	-8	-4	1	6	5
NC(=NCCc1ccccc1)NS(=O)(=O)c1ccccc1F	-3	4	13	-4	-1	0	9	-4	-1
CCOCc1nnc(NC(=O)CCS(=O)(=O)Cc2ccccc2)s1	-2	2	5	1	-9	-2	-3	4	2
O=C(c1ccco1)N1CCN(Cc2ccccc2F)CC1	0	5	0	1	-3	-4	2	5	6
COc1cnn(-c2cccc(C(F)(F)F)c2)c(=O)c1Cl	4	.	-4	-4	-3	0	5	.	.
CC1CCN(S(=O)(=O)c2ccc3c(c2)CCN3C(=O)CCC(=O)O)CC1	1	1	-1	-3	-4	1	2	11	26*
CC(C(=O)N1CCN(Cc2ccc3c(c2)OCO3)CC1)c1ccc([N+](=O)[O-])cc1 (stereo not drawn)	-3	3	4	-1	-21	5	-1	3	0
COC(=O)c1ccc(Cn2c(CN3CCOCC3)nc3ccccc3c2=O)o1	4	-8	-2	2	4	0	1	-6	4
COc1cccc(N2CCN(CC(=O)NCc3ccccc3)CC2)c1	4	9	1	3	4	-1	2	5	9
CC(=O)c1ccc(COC(=O)Cc2ccc([N+](=O)[O-])cc2)cc1	3	5	3	-1	2	2	1	-7	-2
Cc1ccc(OCC(=O)NCc2n[nH]c(=O)c3ccccc23)cc1	0	5	-5	-1	2	3	-1	11	-3
CCCc1c(O)nc(SCCN(CC)CC)[nH]c1=O	-3	2	13	3	2	2	3	-2	2
Fc1ccccc1CSc1nc2ccccc2[nH]1	-2	-6	5	-5	0	2	-1	2	-5
CCn1c(COc2ccc(=O)n(-c3ccccc3)n2)n[nH]c1=S	-3	-5	3	-2	-3	1	3	-4	-1
O=S(=O)(c1ccc2[nH]ccc2c1)N1CCCCCC1	-3	7	0	-2	-1	-2	1	6	11
CC(C)N(Cc1nccn1C)C(=O)CC1C(=O)NCCN1Cc1ccccc1C(F)(F)F (stereo not drawn)	4	3	0	0	-1	-4	7	3	1
Clc1cccc(OCc2nc(-c3ccncc3)no2)c1	1	5	2	0	1	2	-2	2	7
Cc1ccc(Cl)c2sc(N3CCN(C(=O)c4ccco4)CC3)nc12	-3	-2	1	-4	-3	-2	5	5	-1
CCOC(=O)CN1C(=O)C(O)=C(C(C)=O)C1c1ccccc1 (stereo not drawn)	-6	-1	-2	1	-7	0	-3	1	-4
O=C(COC(=O)CCc1nc2ccccc2n1-c1ccccc1)Nc1ccc(N2CCCCC2)cc1	8	0	1	-5	-6	1	8	0	6
Cc1onc(-c2c(Cl)cccc2Cl)c1C(=O)NCCN1CCOCC1	0	4	-3	0	0	5	2	-7	2
COc1ccccc1CC(=O)Nc1cc(S(=O)(=O)N2CCOCC2)ccc1N1CCOCC1	0	2	.	0	0	.	1	3	6
CCc1nnc(NC(=O)CSc2nnc(-c3c[nH]c4ccccc34)n2C)s1	2	3	3	0	0	0	8	6	0
CCC(OC(=O)CN1C(=O)c2ccccc2C1=O)C(=O)NC1CCCC1 (stereo not drawn)	3	6	-4	0	-3	3	4	2	-1
O=C(NCc1ccccc1Cl)c1ccc2c(=O)n(CCCN3CCCC3=O)c(=S)[nH]c2c1	3	-10	3	5	-4	4	6	1	4
CC(=O)N1CCSc2ccc(S(=O)(=O)Nc3ccccc3C)cc21	5	-9	3	0	2	3	13	8	5
O=C(NCC1CC1)c1onc(CSc2nc3ccccc3[nH]2)c1C(=O)NCC1CC1	3	-3	0	-3	3	-3	4	7	5
CCOc1cc(/C=C2\CCn3c2nc2cc(Cl)ccc2c3=O)ccc1O	15	18	-1	6	-2	-2	19	0	5
O=C(N/C(=C/c1ccc([N+](=O)[O-])cc1)C(=O)N1CCOCC1)c1ccco1	4	0	1	2	0	-3	0	1	-2
O=C(O)COCC(=O)NCc1csc2ccccc12	1	7	-3	0	-4	5	1	8	-4
Cc1ccc(-n2c(=O)c3ccccc3n(CC(=O)NCc3ccco3)c2=O)cc1	-5	1	11	6	-4	0	1	2	1
Cc1cc(C)c(C)c(OCC(=O)NCC2CCCO2)c1 (stereo not drawn)	2	11	6	-2	2	-2	0	-3	5
COC(=O)c1c(NC(=O)CN2C(=O)C(=O)N(C(C)C)C2=O)sc(C)c1C	1	0	.	-1	1	.	-4	2	2
O=C(NCCNC(=O)c1cccc(O)c1)c1cccc(O)c1	-4	-1	7	-1	-5	0	2	4	-2
COc1ccccc1NNC(=O)C(O)(c1ccccc1OC)c1ccccc1OC	-6	-1	6	1	5	-2	5	9	1
Cc1cc2cc(CN(C(=O)C3CC3)C3CCCC3)c3nnnn3c2cc1C	-3	-2	-8	0	-4	-3	1	17	3
N#Cc1c(C(F)(F)F)cc(-c2ccc(Cl)cc2)nc1SCC(=O)O	-1	0	-12	0	-1	-3	2	6	4

Bioassay records deposited in PubChem by The Scripps Research Institute Molecular Screening Center.

Not all compounds are listed; the hit share may differ from the screen's.
